Compound activity (PubChem BioAssay)
FBW7 activator: activators of human E3 ligase FBW7; hit rate 0.13% among 650,000; AID 1259310; normalized activity (activation), % at 26.1 µM; AlphaScreen FBW7–phospho-cyclin E peptide binding, activator screen; Q969H0; in the data active means normalized activity above about 1.9%;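 further: purified mutant Fbw7 with reduced substrate affinity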
Target sequence (Q969H0 whole entry, looked up): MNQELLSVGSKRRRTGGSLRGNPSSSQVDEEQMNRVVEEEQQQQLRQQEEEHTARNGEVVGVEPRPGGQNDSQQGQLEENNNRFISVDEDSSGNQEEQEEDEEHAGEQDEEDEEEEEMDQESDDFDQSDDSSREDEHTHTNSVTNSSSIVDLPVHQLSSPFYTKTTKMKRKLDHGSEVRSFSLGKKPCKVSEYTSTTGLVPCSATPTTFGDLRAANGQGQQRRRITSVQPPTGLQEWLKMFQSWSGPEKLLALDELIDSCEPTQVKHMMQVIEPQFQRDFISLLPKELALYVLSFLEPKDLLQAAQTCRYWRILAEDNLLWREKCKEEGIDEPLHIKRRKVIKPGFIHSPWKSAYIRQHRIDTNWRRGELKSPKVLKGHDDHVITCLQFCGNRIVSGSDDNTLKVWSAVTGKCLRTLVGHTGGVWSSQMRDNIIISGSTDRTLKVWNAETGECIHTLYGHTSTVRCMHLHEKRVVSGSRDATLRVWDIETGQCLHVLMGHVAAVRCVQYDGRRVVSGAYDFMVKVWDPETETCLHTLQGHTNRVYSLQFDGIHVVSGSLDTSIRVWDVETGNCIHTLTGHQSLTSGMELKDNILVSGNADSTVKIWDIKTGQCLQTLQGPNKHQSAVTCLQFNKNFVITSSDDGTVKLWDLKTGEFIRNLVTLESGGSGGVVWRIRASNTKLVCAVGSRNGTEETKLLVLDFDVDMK
MITF primary: human MITF inhibition, primary screen. hit rate 0.91% among 650,000. O75030. AID 1259374. inhibition, % at 2.6 µM. AlphaScreen MITF homodimerization, bead proximity signal; in the data active means inhibition above about 50%;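 further: 0% = vehicle wells with protein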
TEAD-YAP inh: TEAD-YAP interaction inhibition; HEK-TIYL cells, TEAD-Gal4/YAP UAS-luciferase luminescence; inhibition, % at 9.12 µM; hit rate 1.4% among 640,000; AID 1259422; in the data active means inhibition above about 32%;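 further: 0% = median of test compound wells and 100% = reference inhibitor wells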
GPR151 activ: activators of human GPR151; activation, % at 11.2 µM; PathHunter beta-arrestin GPR151 cells, luminescence; hit rate 1% among 650,000; in the data active means activation above about 4.9%;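 further: 0% = median of compound wells and 100% = cells with positive control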
Starred values were filed as active, the others as inactive; & = joins results of further samples.

smiles	FBW7 activator	MITF primary	TEAD-YAP inh	GPR151 activ
CCOC(=O)c1ccc(-n2c(=S)sc3c2nc(SCC(=O)Nc2ccc(N(C)C)cc2)n2c4ccccc4nc32)cc1	0.1	24	0	1.0
Cc1ccc(-c2nnc3sc(COc4ccccc4)nn23)cc1	0.1	0	5	1.3
CCOC(=O)c1c(-c2ccc(Br)cc2)csc1NC(=O)/C=C/c1ccc(N(C)C)cc1	0.1	12	-4	-1.3
COc1cccc(OC)c1C(=O)N1CCN(C(=O)C2CC2)CC1	0.1	-12	10	-1.5
O=[N+]([O-])c1ccc(OCc2ccccc2Cl)cc1	0.0	-11	2	0.9
COC(=O)CCC1(C)SC(NC(C)=O)=NN1C(C)=O (centres undefined)	-0.2	-18	0	0.3
COc1ccc(CSc2nc3ccccc3o2)cc1[N+](=O)[O-]	0.6	10	-22	-1.6
COC(=O)c1cc(C(=O)OCC(=O)Nc2cc(C)on2)cc([N+](=O)[O-])c1	-0.1	8	7	0.4
O=C(c1cccc(Nc2nc(-c3ccccc3)c3cc(Cl)ccc3n2)c1)N1CCOCC1	-0.1	-1	8	-0.2
Cc1ccc(C(=O)NCC2Cc3cccc(-c4cncnc4)c3O2)s1 (centres undefined)	-0.1	0	0	-0.9
CC1CN(CCC(=O)N2CCCC(C(=O)c3ccccc3)C2)Cc2ccccc2O1 (centres undefined)	-0.8	10	-7	0.8
O=C(O)c1ccc(C2SCC(=O)N2Cc2ccco2)cc1 (centres undefined)	-0.1	-7	-6	-0.5

Going on with the list.
smiles	FBW7 activator	MITF primary	TEAD-YAP inh	GPR151 activ
CC(=O)CC/C(C)=N/N=C/C1=C(N2CCOCC2)C(=C\c2ccc(Cl)cc2)/CC1	0.1	13	-3	1.0
N#C/C(=C\c1ccsc1)C(=O)Nc1nccs1	-0.2	0	-14	-0.3
COc1ccc(/C=C(\NC(=O)c2ccccc2Cl)C(=O)N2CC3CC(C2)c2cccc(=O)n2C3)cc1OC (centres undefined)	-0.1	0	-7	-0.1
CCOCCn1cnc2sc(C(=O)Nc3cc(Cl)c(OC)cc3OC)c(C)c2c1=O	0.1	20	-2	1.0
CC(=O)c1cccc(NC(=O)C(C)N(c2ccc(Cl)cc2)S(C)(=O)=O)c1 (centres undefined)	-0.1	-10	-4	-0.2
O=C(c1cc2ccccc2oc1=O)N1CCSC1c1ccccc1 (centres undefined)	-0.1	9	11	-0.4
Cn1c(SCc2ccc(Cl)cc2)nnc1C1CC1	1.2	4	15	-0.6
COc1ccc(NS(=O)(=O)c2cc(Br)cnc2N)cc1Cl	-0.1	2	0	0.0
COc1ccc(/C=C/C(=O)Nc2ccc3c(c2)CCC3)cc1S(=O)(=O)N1CCOCC1	0.0	8	7	0.5
Cc1nc(C(=O)NCC2CCC3(CCN(CCCc4ccccc4)CC3)O2)cs1 (centres undefined)	-0.1	5	-10	0.7
Cc1ccc(Nc2nc(-c3ccccc3)c3cc(Br)ccc3n2)c(C)c1	0.1	-1	1	0.6
COC(=O)c1ccc(COC(=O)c2cc(Cl)ccc2[N+](=O)[O-])cc1	0.2	-67	6	-2.1

Next structures:
smiles	FBW7 activator	MITF primary	TEAD-YAP inh	GPR151 activ
O=S(=O)(c1cnc[nH]1)N1CCN(c2ccccc2)CC1	0.1	12	-2	-1.2
CCOc1ccc(CNc2ncc(-c3ccccc3)n2C)cc1	1.0	43	-6	0.3
O=C1CN=C(Nc2ccccc2)N1Cc1ccccc1	0.1	12	9	0.1
COc1ccc(OC)c(C2Oc3nc(SC)nnc3-c3ccccc3N2C(C)=O)c1 (centres undefined)	0.1	14	3	-0.4
C=CCOC(=O)C1=C(C)NC(=S)NC1c1cn(-c2ccccc2)nc1-c1ccc(C)cc1 (centres undefined)	-0.1	-16	-5	-1.5
Cc1sc2nc(COC(=O)c3ccc([N+](=O)[O-])o3)[nH]c(=O)c2c1C	0.0	3	-5	-1.5
COc1ccccc1C(=O)N1CCN(c2cccc(C)c2C)CC1	0.1	-4	47*	-0.4
CCOc1ccc(CCNS(=O)(=O)c2cc(-c3nnc(Nc4ccc(C)cc4)c4ccccc34)ccc2C)cc1OCC	0.0	1	-3	1.5
Cc1cc(C)c(NC(=O)CSc2nc3c(oc4ccccc43)c(=O)n2CC2CCCO2)c(C)c1 (centres undefined)	0.1	10	0	0.9
CCCCNC(=O)C1CCN(S(=O)(=O)N2CCCCC2)CC1	0.0	-3	-5	-0.5
c1cncc(-c2ncc(-c3ccncn3)c(-c3cccnc3)n2)c1	0.0	8	1	1.4
Cc1cc(NC(=O)CSc2n[nH]c(COc3ccc(Cl)c(C)c3)n2)no1	0.1	12	11	-0.9

New compounds follow.
smiles	FBW7 activator	MITF primary	TEAD-YAP inh	GPR151 activ
CCN(CC)c1ccc(NC(=O)CCc2nnc3ccc(N4CCCCC4)nn23)c(C)c1	0.0	16	7	-1.3
CCOC(=O)C1(CC2CC2)CCN(S(=O)(=O)c2ccc(Cl)cc2)CC1	0.1	7	6	0.0
Cc1ccc(C(=O)Nc2cccc(F)c2)o1	0.5	9	-32	3.0
Cc1cc(C)cc(NC(=O)C2C3C=CC4(O3)C2C(=O)N(CCN(C)Cc2ccccc2)C4C(=O)NC2CCCC(C)C2C)c1 (centres undefined)	-0.3	-3	-8	0.9
N#CCSc1nnc(Nc2ccccc2)s1	0.1	-6	11	-0.8
CCCOC(=O)c1ccc(NC(=O)COc2ccc(Br)cc2)cc1	0.1	-6	-9	-1.9
O=C(Nc1ccccc1)/C(=C/c1cccc(Br)c1)NC(=O)c1ccco1	0.1	15	-5	1.5
O=C1C2C(C(=O)N1c1ccc(Cl)c(Cl)c1)C1C=CC2C12CC2 (centres undefined)	0.1	3	5	0.2
CCCNc1nc(-c2ccc(C(=O)N3CCN(C)CC3)cc2)nc2nc[nH]c12	0.0	15	-13	1.1
O=C1CCCN1c1ccccc1O	0.0	7	-2	-0.5
O=C(Cc1ccccc1)Nc1ccc(CN2CCOCC2)cc1	0.0	5	-21	0.3
CCSc1ccccc1C(=O)N1CCCC1	1.7	9	14	-1.3

Following part
smiles	FBW7 activator	MITF primary	TEAD-YAP inh	GPR151 activ
C=CCNC(=O)C1CC(=O)N(c2ccc(OCC(=O)Nc3ccc(C)cc3)cc2)C1 (centres undefined)	0.1	2	-5	-0.2
CC(=O)Nc1nonc1-c1nc2ccccc2n1CC#N	0.1	5	-9	1.2
CC(NC(=O)CN1CCN(c2cccc(Cl)c2)CC1)c1ccccc1 (centres undefined)	0.0	0	2	0.2
O=S(=O)(NCc1cn2ccccc2n1)c1ccc2ccccc2c1	0.1	1	3	-1.4
Nc1cccc(-c2cncc(-c3cccs3)n2)c1	-0.1	6	-5	0.2
Cc1c(C(=O)Nc2c(F)cc(F)cc2Br)sc2ncn(Cc3ccccc3F)c(=O)c12	-0.2	5	16	0.2
CCCCN1/C(=C/c2ccc3cc(OC)ccc3[n+]2CC)Sc2ccc(OC)cc21	-1.1	18	89*	2.1
CCOc1ccccc1NC(=O)NCc1nc(-c2ccc(C)cc2)n[nH]1	-0.1	-5	-7	-1.5
Cc1ccc(C(C(=O)NC2CCCC2)N(C(=O)c2csnn2)c2cccc(F)c2)o1 (centres undefined)	0.0	5	3	1.0
CC(C)C/C(O)=C/c1nc2cc(Cl)ccc2oc1=O	0.2	4	1	-0.1
CCOc1ccc2c(c1)C(=O)c1ccc(OCC)cc1-2	-0.2	9	-20	0.3
c1csc(-c2nnc(COc3ncnc4sccc34)o2)c1	0.3	10	-4	2.7

(more compounds)
smiles	FBW7 activator	MITF primary	TEAD-YAP inh	GPR151 activ
O=C(O)c1ccc(NC(=O)c2cc3cc(Br)ccc3oc2=O)cc1	0.1	7	-4	-0.5
COc1ccc(N(CC(=O)Nc2c(F)cccc2F)S(C)(=O)=O)cc1OC	0.0	3	-2	1.0
CN1CCN(c2nc(-c3ccccc3)cs2)CC1	-0.2	12	-35	-0.5
Cc1cc(CN2CCC3(CC2)NC(=O)c2ccccc2O3)c(C)n1-c1cccnc1	-0.1	-2	-6	1.2
CCCC1CCC(c2ccc(C(=O)Nc3nnc(C)s3)cc2)CC1 (centres undefined)	0.0	-3	-10	0.4
Cc1cc(C)n2nc(SCC(=O)NCc3cccs3)nc2n1	0.4	-2	13	-0.2
CCOC(=O)C1CCCN(C(=O)c2nn(-c3cc(OC)cc(OC)c3)c(=O)c3ccccc23)C1 (centres undefined)	0.2	9	0	2.0
CC(C)(C#CCN1CCCCC1)OCCC#N	0.2	-12	6	0.9
O=S(=O)(c1ccc(F)c(Cl)c1)N1CCN(c2cc(N3CCOCC3)ncn2)CC1	0.0	-6	9	-1.3
CCOC(=O)C1CCCN(Cc2ccc(C(F)(F)F)cc2)C1 (centres undefined)	0.1	9	-2	-1.1
CN(CC(=O)N1CCCc2ccccc21)S(=O)(=O)c1ccc(Br)cc1	0.6	-1	-1	2.1
S=c1[nH]nc(CSc2ncccn2)n1-c1ccccc1	0.0	-5	-1	-0.6

Next records
smiles	FBW7 activator	MITF primary	TEAD-YAP inh	GPR151 activ
Cc1nc(N2CCC(N(C)Cc3ccco3)CC2)nc2ccc(F)cc12	0.0	10	4	-1.1
Cc1ccc(-n2cc(/C=c3\sc4nc5cc(C)c(C)cc5n4c3=O)cn2)cc1C	0.1	5	-1	-0.6
CN1CN(C)c2ccc([N+](=O)[O-])c3cccc1c23	-0.2	6	2	0.5
O=C(O)[C@H]1NCCC[C@H]1C(=O)O	0.3	9	10	1.6
Cc1ccc(S(=O)(=O)N2CCCC2CNC(=O)C(=O)Nc2ccccc2F)cc1 (centres undefined)	0.0	-1	-4	0.8
COC(=O)Cn1c(O)c(N=NC(=O)C2C(=O)NCC2c2ccccc2)c2ccccc21 (centres undefined)	-0.1	7	-6	1.2
COc1ccc(S(=O)(=O)N(CC(=O)Nc2cc(C)ccc2C)c2ccc(Cl)cc2)cc1	0.3	12	-9	-0.7
O=C(COC(=O)c1cc(Cl)ccc1[N+](=O)[O-])Nc1ccc(F)c([N+](=O)[O-])c1	-0.2	7	6	0.0
CC(=O)NS(=O)(=O)c1ccc(NC(=O)c2ccc(Cl)cc2)cc1	1.0	-1	-3	2.3
Cc1ncc(-c2ccncc2)c(C2CCCN(C(=O)c3ccc4nc(C)c(C)nc4c3)C2)n1 (centres undefined)	0.1	0	-14	0.1
CCCc1c(C)nc2c(C(=O)O)c[nH]n2c1=O	0.1	7	-1	-0.7
CC1CCC/C(=C(\C#N)c2nc(-c3ccccc3)cs2)C1 (centres undefined)	0.0	5	14	-1.3

Another view of some results above:
mol: CC(=O)NS(=O)(=O)c1ccc(NC(=O)c2ccc(Cl)cc2)cc1
  FBW7 activator: 1.0
  MITF primary: -1
  TEAD-YAP inh: -3
  GPR151 activ: 2.3
mol: Cc1ncc(-c2ccncc2)c(C2CCCN(C(=O)c3ccc4nc(C)c(C)nc4c3)C2)n1 (centres undefined)
  FBW7 activator: 0.1
  MITF primary: 0
  TEAD-YAP inh: -14
  GPR151 activ: 0.1
mol: CCCc1c(C)nc2c(C(=O)O)c[nH]n2c1=O
  FBW7 activator: 0.1
  MITF primary: 7
  TEAD-YAP inh: -1
  GPR151 activ: -0.7
mol: CC1CCC/C(=C(\C#N)c2nc(-c3ccccc3)cs2)C1 (centres undefined)
  FBW7 activator: 0.0
  MITF primary: 5
  TEAD-YAP inh: 14
  GPR151 activ: -1.3

Record cards, from the list above. Order of values: FBW7 activator, MITF primary, TEAD-YAP inh, GPR151 activ
Entry for Cc1ccc(-n2cc(/C=c3\sc4nc5cc(C)c(C)cc5n4c3=O)cn2)cc1C : 0.1, 5, -1, -0.6
Entry for COC(=O)Cn1c(O)c(N=NC(=O)C2C(=O)NCC2c2ccccc2)c2ccccc21 (centres undefined) : -0.1, 7, -6, 1.2
Entry for COC(=O)c1ccc(COC(=O)c2cc(Cl)ccc2[N+](=O)[O-])cc1 : 0.2, -67, 6, -2.1

(continued)
smiles	FBW7 activator	MITF primary	TEAD-YAP inh	GPR151 activ
Cc1cc(NC(=O)CCCC(=O)OCC(F)(F)C(F)F)cc(C)c1C(=O)O	0.8	-9	6	0.0
COc1ccc(/C=C/C(=O)NCC(C)NC(=O)/C=C/c2ccc(OC)cc2)cc1 (centres undefined)	0.1	19	-14	-0.4
Oc1ccc(F)cc1C1=NNC(c2ccc3c(c2)OCCO3)C1 (centres undefined)	-0.3	21	-56	-1.6
O=c1c2ccccc2nc(SCc2cc(=O)n3ccccc3n2)n1CC1COc2ccccc2O1 (centres undefined)	0.3	-8	-8	-0.6
CN=C1SC(CC(=O)Nc2sc3c(c2C(=O)OC)CCCC3)C(=O)N1C (centres undefined)	0.0&0.1	-14&-11	-1&-3	-0.9&2.5
O=C(NCC1CCCCC1)C1CCCN(C(=O)NCc2ccccc2)C1 (centres undefined)	0.6	-1	3	0.7
CC(=O)Nc1nnc(-c2ccc(C)c(C)c2)s1	0.0	-15	-32	-2.0
CC(OC(=O)c1ccc(CO)cc1)C(=O)NCCc1ccc(F)cc1 (centres undefined)	0.0	3	3	-0.9
O=C(NCC1CCC2(CCN(Cc3ccccc3O)CC2)O1)c1ccccc1 (centres undefined)	0.2	16	0	-0.4
COc1ccc(Cn2c(SCc3cc(C(C)=O)ccc3OC)nc3ccsc3c2=O)cc1	0.9	13	13	-1.5
CC(C)(C)n1nc2c(c1NC(=O)c1ccccc1[N+](=O)[O-])CS(=O)C2 (centres undefined)	0.1	3	6	-0.1
